CDK5 inh = CDK5/p35 (human) kinase inhibition. Recombinant CDK5/p35, ADP-Glo luminescence, 60 min. inhibition, % at 10 µM. actives 0.01% (n = 330,000). AID 488839;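 active means highest replicate inhibition of at least 50% and at least 75% of replicates reaching 50%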;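 further: plate controls were DMSO neutral control for no effect and GW8510 at 10 µM for full effect; many of its hits are not listed in these tables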
Target sequence (Q00535 whole entry, looked up): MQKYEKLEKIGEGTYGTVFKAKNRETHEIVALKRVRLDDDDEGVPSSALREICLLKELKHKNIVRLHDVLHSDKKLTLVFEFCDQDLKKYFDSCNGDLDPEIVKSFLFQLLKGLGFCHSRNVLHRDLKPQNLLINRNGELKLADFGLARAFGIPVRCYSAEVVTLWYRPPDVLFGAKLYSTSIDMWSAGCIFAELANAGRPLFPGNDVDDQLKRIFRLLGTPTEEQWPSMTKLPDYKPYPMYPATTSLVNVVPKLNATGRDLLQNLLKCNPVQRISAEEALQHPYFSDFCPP
Target sequence (Q15078 whole entry, looked up): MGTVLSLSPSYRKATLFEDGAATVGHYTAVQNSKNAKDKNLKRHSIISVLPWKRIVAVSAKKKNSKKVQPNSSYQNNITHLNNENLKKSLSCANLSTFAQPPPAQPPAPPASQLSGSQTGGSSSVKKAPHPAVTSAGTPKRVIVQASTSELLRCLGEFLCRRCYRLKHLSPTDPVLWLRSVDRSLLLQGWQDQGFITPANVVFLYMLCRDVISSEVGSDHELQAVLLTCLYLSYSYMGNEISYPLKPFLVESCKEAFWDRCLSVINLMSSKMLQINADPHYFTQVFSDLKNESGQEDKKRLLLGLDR
dFosB activator = activators of mouse delta FosB homodimer | P13346 | activation, % at 25 µM | actives 0.99% (n = 340,000) | purified delta FosB, TAMRA-CDK5 oligo fluorescence polarization; percent of positive-control signal above neutral wells;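 active means mean activation above about 17%, with every replicate also reaching it, limit read from the data, passing the limit was not always enough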;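 further: fluorescence polarization rise as delta FosB binds a TAMRA Cdk5 AP-1 oligo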
Wnt bcat act = Wnt/beta-catenin pathway activation; Wnt/beta-catenin reporter cell assay, activator, plate reader; AID 743398; actives 1.2% (n = 300,000); activation, % at 9.35 µM; in the data active means activation above about 30%, passing the limit was not always enough;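 further: 0% = neutral control wells and 100% = positive control wells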
HTR5A ag ctr = counter-screen for OPRM1-OPRD1 agonists: human HTR5A agonism | HTR5A agonist assay, luminescence, cell-based | activation, % at 9.3 µM | actives 0.61% (n = 340,000); in the data active means activation mostly above about 9.5%, no sharp cut-off; inactive means mostly below about 7.6%;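 further: 0% = cells with vehicle only and 100% = reference agonist; strong numbers were not always called active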
Target sequence (P47898 whole entry, looked up): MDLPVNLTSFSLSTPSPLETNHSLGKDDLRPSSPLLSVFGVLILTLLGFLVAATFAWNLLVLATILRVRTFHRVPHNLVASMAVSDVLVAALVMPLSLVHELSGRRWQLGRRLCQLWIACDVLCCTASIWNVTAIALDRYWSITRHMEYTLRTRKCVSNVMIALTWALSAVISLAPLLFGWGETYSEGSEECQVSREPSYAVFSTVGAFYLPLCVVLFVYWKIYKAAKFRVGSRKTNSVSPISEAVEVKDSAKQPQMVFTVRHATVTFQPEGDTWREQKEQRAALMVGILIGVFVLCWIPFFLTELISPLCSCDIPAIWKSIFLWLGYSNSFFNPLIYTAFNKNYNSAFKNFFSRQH
cardiac RTF act = cardiac RTF calcium sensitization; actives 0.24% (n = 340,000); AID 493008; IANBD-labeled TnC RTF fluorescence at EC20 calcium; 0% EC20 calcium, 100% full calcium; activation, % at 7.2 µM;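 active means activation above the mean over all tested compounds plus 3 SD, cut at about 30% in these data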;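 further: rise in fluorescence read as greater calcium sensitivity of cardiac thin filaments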
SR-BI HDL uptake = inhibitors of mouse SR-BI mediated HDL lipid uptake; Q61009; ldlA[mSR-BI] CHO cells, DiI-HDL uptake fluorescence, 3 h; inhibition, % at 12.5 µM; actives 0.96% (n = 320,000); AID 488896;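 active means mean replicate inhibition of at least 70% and a set share of replicates each scoring 70 or more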;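 further: 0% = median of neutral control wells and 100% = median of positive control wells; values of inactives mirror those of a sister screen read the other way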
MITF act = activators of MITF-driven TRPM1 promoter activity in SK-MEL-5 cells; SK-MEL-5 TRPM1-promoter luciferase, 24 h; % of positive control, neutral wells = 0; activation, % at 12.5 µM; actives 0.75% (n = 300,000); AID 588334;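 active means mean activation of at least 80% with every replicate also reaching 80%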;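 further: 0% = neutral control wells and 100% = parthenolide positive control wells; values of inactives mirror those of a sister screen read the other way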
SR-BI uptake up = activators of SR-BI mediated HDL lipid uptake; CHO ldlA[mSR-BI] cells, DiI-HDL uptake fluorescence, 3 h; 100 = double the neutral-control signal; activation, % at 12.5 µM; actives 0.096% (n = 320,000); AID 504775;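 active means mean replicate activation of at least 60% and every replicate at or above 60%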;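 further: 0% = median plate neutral-control signal and 100% = twice that signal; values of inactives mirror those of a sister screen read the other way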
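material = CHO ldlA[mSR-BI] cells | medium = Ham's F12 with 0.5% BSA, HEPES 25 mM, pH 7.4 | reagent = fluorescent DiI-HDL, 10 µg/mL final | compound dosing = single-point compound dose | incubation = 3 h, 37 °C | measured by = bottom-read fluorescence, 550/595 nm | measure = HDL uptake via cellular fluorescence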
Rtt109 HAT inh = inhibitors of Candida albicans Rtt109/Vps75 histone acetyltransferase. AID 540336. purified Rtt109/Vps75, ThioGlo CoA-SH fluorescence, 4 h. Q5AAJ8. actives 0.16% (n = 330,000). inhibition, % at 34.9 µM;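 active means inhibition of at least 50% in every replicate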
PvdQ acylase = blocks Pseudomonas aeruginosa PvdQ acylase activity; inhibition, % at 10 µM; purified PvdQ acylase, fluorescence plate reader; actives 0.063% (n = 340,000); AID 488965; in the data active means inhibition above about 30%, passing the limit was not always enough;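 further: 0% = vehicle neutral wells and 100% = reference inhibitor wells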
* marks the source's active call; other numbers are inactive results; · = no result given.

Short keys: A = CDK5 inh; B = dFosB activator; C = Wnt bcat act; D = HTR5A ag ctr; E = cardiac RTF act; F = SR-BI HDL uptake; G = MITF act; H = SR-BI uptake up; I = Rtt109 HAT inh; J = PvdQ acylase
1. COCCC(=O)N1CCC(Oc2ccc(C(=O)N3CCC(N(C)C)C3)cc2)CC1 (stereo not given)
  A: -0.8 | B: -2 | C: -2 | D: 1 | E: 3 | F: -27 | G: 3 | H: 27 | I: -7 | J: -14
2. O=C1CN(C(=O)COC(=O)[C@@H]2CCCN2S(=O)(=O)c2ccc(Cl)cc2)c2ccccc2N1
  A: -1.4 | B: -10 | C: -1 | D: 1 | E: -4 | F: 6 | G: -9 | H: -6 | I: 0 | J: -2
3. O=C(NN=C1CCCC1)C1COc2ccccc2O1 (stereo not given)
  A: 0.5 | B: 0 | C: -2 | D: 0 | E: 1 | F: 0 | G: 7 | H: 0 | I: 2 | J: -12
4. O=C(NC(=S)Nc1cccc(-c2ccc(CO)o2)c1)c1cccs1
  A: 1.5 | B: -8 | C: -3 | D: -2 | E: -4 | F: 16 | G: 2 | H: -16 | I: -2 | J: 1
5. O=C(Nc1ccc(Nc2ccccc2)cc1)c1ccc(F)cc1
  A: -0.5 | B: -12 | C: 8 | D: -1 | E: -1 | F: 38 | G: 32 | H: -38 | I: 4 | J: -12
6. COCC(O)CSc1nc(C)[nH]c1[N+](=O)[O-] (stereo not given)
  A: -2.8 | B: 3 | C: · | D: -1 | E: 2 | F: -14 | G: 25 | H: 14 | I: -11 | J: 5
7. COc1ccccc1NC(=O)Nc1ccc(C(=O)N2CCCCC2)cc1
  A: -1.6 | B: 0 | C: 15 | D: 0 | E: -2 | F: · | G: 111* | H: · | I: 5 | J: -7
8. N#Cc1c2n(c(=S)n(-c3ccc(F)cc3)c1=O)CCCCC2
  A: -2.0 | B: -2 | C: · | D: 4 | E: -7 | F: 14 | G: 6 | H: -14 | I: 2 | J: 1
9. CCCOP(=O)(c1ccc(N(C)C)cc1)C(O)c1ccccc1OC (stereo not given)
  A: -1.8 | B: -3 | C: 4 | D: -5 | E: 2 | F: -27 | G: · | H: 27 | I: 4 | J: -4
10. O=C(CC1Oc2ccccc2NC1=O)NCc1ccccc1 (stereo not given)
  A: 1.4 | B: 1 | C: -2 | D: 7 | E: -1 | F: -2 | G: -2 | H: 2 | I: -5 | J: -11
11. Cc1cc(=O)n2nc(N3CCCC(C(=O)NCc4cccc(Cl)c4)C3)sc2n1 (stereo not given)
  A: 0.2 | B: 0 | C: -2 | D: -1 | E: -6 | F: -23 | G: 7 | H: 23 | I: -5 | J: 8
12. CCOc1cc(/C=C2\N=C(SCC)SC2=O)cc([N+](=O)[O-])c1OC(C)=O
  A: 2.1 | B: -18 | C: -3 | D: -4 | E: -2 | F: 16 | G: -8 | H: -16 | I: 8 | J: -10
13. Cc1onc(-c2ccccc2)c1C(=O)Nc1ccc(S(=O)(=O)N2CCOCC2)cc1
  A: 1.5 | B: -2 | C: 0 | D: 2 | E: -2 | F: · | G: -7 | H: · | I: 1 | J: -16
14. CC(NS(=O)(=O)c1ccccc1)C(=O)Nc1nccs1 (stereo not given)
  A: -1.7 | B: -5 | C: -4 | D: 6 | E: -2 | F: 0 | G: · | H: 0 | I: -5 | J: -6
15. CC(=O)NC1CCN(C(=O)N2CCCC2)CC1
  A: 0.1 | B: 2 | C: -6 | D: -1 | E: -4 | F: -32 | G: -5 | H: 32 | I: 13 | J: -15
16. CCOC(=O)C1CCN(CCC(=O)Nc2ccc(Br)c(C)c2)CC1
  A: -4.0 | B: -9 | C: -1 | D: -3 | E: -12 | F: 11 | G: · | H: -11 | I: 1 | J: -13
17. COc1ccccc1CNC(=O)CCC1N=C2c3ccccc3N=C(SCC(=O)NCC3CCCO3)N2C1=O (stereo not given)
  A: -0.5 | B: -12 | C: -3 | D: 0 | E: 0 | F: 16 | G: -7 | H: -16 | I: -2 | J: 2
18. Cc1ccccc1OCCC(=O)NNC(=O)COc1cccc(F)c1
  A: -0.1 | B: 1 | C: 0 | D: -3 | E: 2 | F: 1 | G: -9 | H: -1 | I: -7 | J: -2
19. CC(=O)Nc1ccc(NC(=O)c2cc(-c3ccc(C)cc3O)n[nH]2)cc1
  A: 0.8 | B: 4 | C: 11 | D: 5 | E: -3 | F: -5 | G: 19 | H: 5 | I: 1 | J: -13
20. CCOc1ccc(N2C(=O)CC(NCCc3ccncc3)C2=O)cc1 (stereo not given)
  A: 1.7 | B: -5 | C: -1 | D: -4 | E: 5 | F: -15 | G: -10 | H: 15 | I: -4 | J: -10
21. CC(=O)c1ccc(NC(=O)CN2CCCCCC2)cc1
  A: -1.0 | B: -3 | C: 2 | D: -1 | E: 13 | F: -3 | G: 23 | H: 3 | I: 15 | J: -24
22. Cc1ccc(NC2CCCN(C(=O)c3cccc4nccnc34)C2)cc1C (stereo not given)
  A: 1.5 | B: -1 | C: -2 | D: -4 | E: 0 | F: -19 | G: -4 | H: 19 | I: -1 | J: -9
23. CCOC(=O)c1ccccc1N=Cc1c(O)c2ccccc2oc1=O
  A: 0.9 | B: -1 | C: -2 | D: 3 | E: -2 | F: 6 | G: -33 | H: -6 | I: -5 | J: -4
24. CCOC(=O)C1CCN(C(=O)/C(C)=C\c2ccccc2)CC1
  A: -3.9 | B: 1 | C: 5 | D: 0 | E: -2 | F: -23 | G: 2 | H: 23 | I: · | J: 0
25. N#Cc1cnn(Cc2ccccc2)c1N
  A: -0.5 | B: -3 | C: -2 | D: -2 | E: -2 | F: · | G: -5 | H: · | I: -3 | J: -6
26. COc1cc2cc(C(=O)Nc3ccccc3)c(N)nc2cc1OC
  A: 0.3 | B: -4 | C: · | D: 4 | E: 0 | F: 31 | G: 29 | H: -31 | I: -18 | J: -11
27. N#Cc1ccc(C(=O)NC2CCCCCCC2)cc1
  A: -0.6 | B: 1 | C: 2 | D: 2 | E: 1 | F: · | G: 107* | H: · | I: -1 | J: -16
28. O=C(Nc1ccc(Br)cn1)c1coc(=O)c(Br)c1
  A: -0.3 | B: -1 | C: 1 | D: 0 | E: -7 | F: -26 | G: 13 | H: 26 | I: -12 | J: -10
29. CN(CC(=O)N1CCCC1)S(=O)(=O)c1cc(Cl)ccc1Cl
  A: -1.0 | B: -6 | C: · | D: -2 | E: 0 | F: 6 | G: -1 | H: -6 | I: -2 | J: -19
30. CC(=O)Nc1ccc(S(=O)(=O)NNC(=O)CCC(=O)Nc2cc(C)ccc2C)cc1
  A: -3.4 | B: -2 | C: -6 | D: -2 | E: 4 | F: 26 | G: -7 | H: -26 | I: -1 | J: -8
31. COc1cccc(C(=O)N2CCN(Cc3ccc4c(c3)OCO4)CC2)c1OC
  A: 0.6 | B: -2 | C: -1 | D: 1 | E: -13 | F: 4 | G: -3 | H: -4 | I: 8 | J: 12
32. O=C(O)C1CCCCC1C(=O)Nc1ccccc1Nc1ccccc1 (stereo not given)
  A: -1.6 | B: -5 | C: · | D: 4 | E: -1 | F: -2 | G: 10 | H: 2 | I: -4 | J: -8
33. CCN1C(=O)Cc2cc(S(=O)(=O)N3CCOCC3)ccc21
  A: -4.3 | B: -3 | C: -7 | D: -2 | E: 4 | F: -22 | G: 4 | H: 22 | I: -9 | J: -16
34. COc1cccc(C2CC(c3cccs3)=NN2C(=O)CSC2=NN3CCCC(=O)N=C3S2)c1OC (stereo not given)
  A: 0.2 | B: -4 | C: -2 | D: 3 | E: -4 | F: -3 | G: · | H: 3 | I: 13 | J: 2
35. CCOC(=O)c1oc2ccccc2c1COC(=O)CNC(=O)c1ccccc1
  A: -0.9 | B: -8 | C: 2 | D: 0 | E: -7 | F: 22 | G: -3 | H: · | I: -4 | J: 2
36. Cc1ccccc1NC(=S)Nn1cnnc1
  A: -1.4 | B: 0 | C: 0 | D: -3 | E: -3 | F: -10 | G: -2 | H: 10 | I: 12 | J: 4
37. CCOC(=O)Cc1csc(NC(=O)c2ccc(F)cc2)n1
  A: -0.1 | B: -3 | C: 0 | D: 2 | E: -1 | F: 25 | G: 9 | H: -25 | I: -1 | J: -19
38. C=CCc1ccc(OCC(O)COCC)c(OC)c1 (stereo not given)
  A: -1.7 | B: 2 | C: · | D: 9 | E: 5 | F: 13 | G: 93* | H: -13 | I: -12 | J: -3
39. COc1cc(NC(=O)Nc2cccc(C(C)=O)c2)cc(OC)c1OC
  A: 0.7 | B: -8 | C: · | D: 8 | E: 1 | F: 19 | G: 7 | H: -19 | I: -2 | J: -11
40. CCN(CC)c1ncccc1C(=O)NCc1cccs1
  A: -1.8 | B: 2 | C: · | D: -1 | E: 2 | F: -10 | G: 1 | H: 10 | I: · | J: 3
41. CC1=C(C(=O)Nc2ccccc2)C(c2ccncc2)C(C#N)=C(SCC(=O)NC(C)C)N1 (stereo not given)
  A: -2.0 | B: -3 | C: -7 | D: -1 | E: -4 | F: 4 | G: -3 | H: -4 | I: -12 | J: -15
42. COc1ccc(CSc2nnnn2Cc2ccccc2)cc1OC
  A: -1.2 | B: -1 | C: · | D: -2 | E: 0 | F: 9 | G: · | H: -9 | I: -8 | J: 1
43. COC(=O)c1ccc(C)c(NC(=O)CSc2nc3[nH]c(=O)cc(O)c3s2)c1
  A: -0.3 | B: -2 | C: 0 | D: -6 | E: 0 | F: -3 | G: -8 | H: 3 | I: 0 | J: -13
44. CC(C)(C)NC(=O)C(c1ccncc1)N(C(=O)CNC(=O)c1ccco1)c1ccc(F)cc1 (stereo not given)
  A: 1.0 | B: -8 | C: 0 | D: 5 | E: 8 | F: -43 | G: -10 | H: 43 | I: 4 | J: -9
45. COc1cccc(N(C(=O)Cn2nnc(-c3ccc(F)cc3)n2)C(C(=O)NCC2CCCO2)c2ccc(Cl)cc2)c1 (stereo not given)
  A: 0.8 | B: -4 | C: -5 | D: 0 | E: -1 | F: 25 | G: 0 | H: -25 | I: -13 | J: 3
46. CC(C)Cn1c(CCC(N)=O)nnc1SC(C)C(=O)Nc1ccc2c(c1)OCO2 (stereo not given)
  A: -0.5 | B: 4 | C: -1 | D: 6 | E: -6 | F: 13 | G: -4 | H: -13 | I: -3 | J: -6
